CSN deneddyl inh: CSN deneddylation inhibition | actives 0.38% (n = 360,000) | inhibition, % at 12.5 µM | Purified CSN, SCF-Nedd8-OG deneddylation, fluorescence polarization | AID 651999;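 active means pattern-corrected inhibition above about 35%, with an unprinted fluorescence ratio check between 0.5 and 1.5, limit read from the data, passing the limit was not always enough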;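 further: 0% = enzyme with substrate and 100% = substrate without enzyme; some results filed as inactive read as strong as hits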
Target sequence (Q92905 whole entry, looked up, one chain of several): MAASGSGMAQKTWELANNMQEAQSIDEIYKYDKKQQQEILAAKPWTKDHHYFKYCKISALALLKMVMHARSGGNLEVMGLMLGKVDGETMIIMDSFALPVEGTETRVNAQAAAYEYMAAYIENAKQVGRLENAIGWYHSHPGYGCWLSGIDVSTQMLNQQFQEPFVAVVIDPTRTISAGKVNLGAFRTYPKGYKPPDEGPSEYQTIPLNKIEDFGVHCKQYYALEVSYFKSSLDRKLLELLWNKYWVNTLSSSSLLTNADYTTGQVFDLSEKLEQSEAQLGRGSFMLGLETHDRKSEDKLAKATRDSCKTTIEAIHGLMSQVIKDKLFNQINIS
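assay system = purified human Csn5 enzyme expressed in HEK293T cells | amount = 0.24 nM enzyme | buffer or medium = Tris/NaCl/DTT buffer, pH 7.5 | reagent = 10 nM SCFSkp2-Nedd8OG | compound = one concentration, 12.5 µM, 0.25% DMSO | times = 90 min reaction at room temperature | signal = FP | read-out basis = % inhibition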
TbMetRS inhib: blocks T. brucei methionyl-tRNA synthetase activity; purified T. brucei MetRS, ATP depletion, Kinase-Glo luminescence; inhibition, % at 11.9 µM; actives 0.4% (n = 360,000);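 active means inhibition above a per-plate cutoff of the control wells' mean inhibition plus 3 SD, cut at about 5.5% in these data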;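 further: 0% = DMSO wells median and 100% = median of wells with control inhibitor compound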
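System: purified T. brucei MetRS enzyme / Detection: Kinase-Glo luciferase luminescence reporting remaining unconsumed ATP / Medium: HEPES buffer with MgCl2, KCl, DTT, spermine, BSA, pyrophosphatase / Replication: singlicate, one well per compound / Evaluation: percent inhibition relative to median high and low control wells / Schedule: 2 h aminoacylation at 25 °C after 15 min preincubation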
MLLE-PAM2 inh: blocks PAM2 peptide binding to the PABP1 MLLE domain; AID 588489; GST-MLLE / FITC-PAM2 fluorescence polarization; inhibition, % at 20 µM; actives 0.36% (n = 360,000); in the data active means inhibition above about 35%, passing the limit was not always enough;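 further: plate controls were DMSO wells with GST-MLLE for no effect and wells lacking GST-MLLE protein for full effect; some results filed as inactive read as strong as hits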
Target sequence (P11940 whole entry, looked up, the tested form may be a part): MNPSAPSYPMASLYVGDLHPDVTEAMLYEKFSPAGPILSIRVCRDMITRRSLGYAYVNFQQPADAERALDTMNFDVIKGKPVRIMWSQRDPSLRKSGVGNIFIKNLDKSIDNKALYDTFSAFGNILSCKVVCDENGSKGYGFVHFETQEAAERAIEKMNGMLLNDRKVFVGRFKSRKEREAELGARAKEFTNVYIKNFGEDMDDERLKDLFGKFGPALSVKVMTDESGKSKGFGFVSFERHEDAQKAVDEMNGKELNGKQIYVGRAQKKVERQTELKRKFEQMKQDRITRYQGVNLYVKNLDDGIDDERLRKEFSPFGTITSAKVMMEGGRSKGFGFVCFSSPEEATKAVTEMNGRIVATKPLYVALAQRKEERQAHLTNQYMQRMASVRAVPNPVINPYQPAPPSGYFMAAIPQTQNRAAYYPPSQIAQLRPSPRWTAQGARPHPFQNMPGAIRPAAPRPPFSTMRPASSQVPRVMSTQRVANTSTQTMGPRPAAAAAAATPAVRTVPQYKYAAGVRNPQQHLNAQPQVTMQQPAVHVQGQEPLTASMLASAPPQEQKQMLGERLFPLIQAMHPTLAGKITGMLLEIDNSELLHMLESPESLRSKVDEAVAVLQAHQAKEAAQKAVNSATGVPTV
bovine MsrA act: activates bovine MsrA enzyme; activation, % at 10.6 µM; AID 602163; actives 0.3% (n = 360,000); purified bovine MsrA, absorbance read-out; in the data active means activation above about 7.5%;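 further: 0% = vehicle and 100% = reference activator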
eLon inh: E. coli protease La inhibition. AID 602123. inhibition, % at 7.94 µM. P0A9M0. purified E. coli Lon protease, fluorescence polarization. actives 0.42% (n = 360,000); in the data active means inhibition above about 13%, passing the limit was not always enough;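 further: 0% = enzyme with probe and DMSO and 100% = no enzyme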
Rin1 Abl inh: inhibitors of human Rin1-Abl protein interaction. P00519+Q13671. TR-FRET Rin1/Abl binding, biochemical. inhibition, % at 7.35 µM. actives 0.4% (n = 360,000); in the data active means inhibition above about 5%, passing the limit was not always enough
Neddylation inh: inhibitors of human cullin neddylation | P61081+Q13564 | TR-FRET cullin neddylation, biochemical | calls only at 25 µM | actives 0.58% (n = 360,000); in the data active means inhibition above about 36%
MsrA inhibitor: inhibitors of bovine MsrA. purified bovine MsrA, absorbance read-out. inhibition, % at 15.5 µM. actives 0.75% (n = 360,000); in the data active means inhibition above about 4.5%;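 further: 0% = vehicle wells with enzyme and 100% = reference inhibitor wells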
FAS-TE inh: FAS thioesterase (human) inhibition; inhibition, % at 15 µM; actives 0.67% (n = 360,000); recombinant FAS-TE, OMFH fluorogenic substrate, fluorescence endpoint; AID 602261;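 active means compounds whose normalised, plate-corrected inhibition of enzyme fluorescence in the single-dose primary screen is 50% or more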;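 further: 0% = DMSO with enzyme and 100% = substrate without enzyme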
* hit, by the source's call.

Cc1ccc(NC(=O)CCn2ccc([N+](=O)[O-])n2)nc1 was read as CSN deneddyl inh -17.0, TbMetRS inhib -0.1, MLLE-PAM2 inh 1.5, bovine MsrA act -3.0, eLon inh 10.5, Rin1 Abl inh -0.1, Neddylation inh inactive, MsrA inhibitor 0.5 and FAS-TE inh -6.8.
`Cc1ccc(Cn2c(C)c(C(=O)NCC(C)C)sc2=O)cc1` gave CSN deneddyl inh -4.9, TbMetRS inhib 0.2, MLLE-PAM2 inh 11.1, bovine MsrA act 2.7, eLon inh -2.9, Rin1 Abl inh -0.7, Neddylation inh inactive, MsrA inhibitor -0.5 and FAS-TE inh -0.3.
Screening O=C(N/N=C/c1ccccc1Br)c1ccc(CSc2cccc3cccnc23)cc1 returned CSN deneddyl inh -0.1, TbMetRS inhib -0.7, MLLE-PAM2 inh 0.5, bovine MsrA act 0.0, eLon inh -2.7, Rin1 Abl inh 1.8, Neddylation inh inactive, MsrA inhibitor -0.8 and FAS-TE inh 42.5.
`CC1CCCN(CC(=O)Nc2ccc(S(=O)(=O)N3CCCC3)cc2)C1` (stereo not drawn) gave CSN deneddyl inh 4.2, TbMetRS inhib -0.9, MLLE-PAM2 inh 7.1, bovine MsrA act -11.5, eLon inh -0.6, Rin1 Abl inh 2.0, Neddylation inh inactive, MsrA inhibitor 0.6 and FAS-TE inh -2.1.
Screening O=C(O)CN1CCN(C(c2ccccc2)c2ccccc2)CC1 returned CSN deneddyl inh 2.2, TbMetRS inhib -0.4, MLLE-PAM2 inh -7.7, bovine MsrA act -2.6, eLon inh -0.6, Rin1 Abl inh -5.4, Neddylation inh inactive, MsrA inhibitor -0.4 and FAS-TE inh -6.1.
c1ccc(OCCCc2nc(-c3cccnc3)no2)cc1 was read as CSN deneddyl inh 3.3, TbMetRS inhib -0.5, MLLE-PAM2 inh 2.3, bovine MsrA act -1.4, eLon inh 4.4, Rin1 Abl inh 2.1, Neddylation inh inactive, MsrA inhibitor -0.4 and FAS-TE inh -2.0.
c1ccc(Oc2nc3ccccc3n3cccc23)cc1 was read as CSN deneddyl inh 0.9, TbMetRS inhib 0.2, MLLE-PAM2 inh 19.8, bovine MsrA act 0.4, eLon inh -8.3, Rin1 Abl inh 1.6, Neddylation inh inactive, MsrA inhibitor 1.1 and FAS-TE inh 19.3.
Screening COc1ccc2oc(=O)c(-c3cn4ccc(C)cc4n3)cc2c1 returned CSN deneddyl inh -4.8, TbMetRS inhib -0.7, MLLE-PAM2 inh -13.9, bovine MsrA act -0.4, eLon inh -0.4, Rin1 Abl inh -1.4, Neddylation inh inactive, MsrA inhibitor 0.7 and FAS-TE inh -4.0.
For Cc1ccc(NC(=O)c2cc(S(=O)(=O)N3CCC4(CC3)OCCO4)ccc2F)cc1 the results were CSN deneddyl inh 2.0, TbMetRS inhib -0.3, MLLE-PAM2 inh -2.8, bovine MsrA act -4.1, eLon inh 3.8, Rin1 Abl inh -3.8, Neddylation inh inactive, MsrA inhibitor -0.5 and FAS-TE inh 12.9.
Screening Cn1c(=O)c2ncn(CC(=O)N/N=C/c3ccco3)c2n(C)c1=O returned CSN deneddyl inh 5.2, TbMetRS inhib -0.4, MLLE-PAM2 inh 9.4, bovine MsrA act -1.4, eLon inh 0.3, Rin1 Abl inh -2.8, Neddylation inh inactive, MsrA inhibitor 1.4 and FAS-TE inh -11.3.
CCCS(=O)(=O)NC(=O)C1(C)CCN(C(=O)c2ccc(F)c(Cl)c2)C1 (stereo not drawn) was read as CSN deneddyl inh -1.3, TbMetRS inhib -0.5, MLLE-PAM2 inh -10.8, bovine MsrA act -4.9, eLon inh -1.3, Rin1 Abl inh 3.0, Neddylation inh inactive, MsrA inhibitor -1.6 and FAS-TE inh -5.3.
Screening COc1ccc(NC(=O)c2cc3ccccc3cc2OC)cc1 returned CSN deneddyl inh 5.7, TbMetRS inhib 0.2, MLLE-PAM2 inh -5.8, bovine MsrA act -4.7, eLon inh -3.0, Rin1 Abl inh -0.9, Neddylation inh inactive, MsrA inhibitor -1.2 and FAS-TE inh 14.8.
Screening CC(=O)n1nc(-c2ccncc2)nc1SCC(=O)Nc1cccc(Cl)c1 returned CSN deneddyl inh 7.5, TbMetRS inhib 0.9, MLLE-PAM2 inh -24.4, bovine MsrA act -1.5, eLon inh -19.4, Rin1 Abl inh 1.4, Neddylation inh inactive, MsrA inhibitor -0.1 and FAS-TE inh -4.0.
`O=c1cc(O)nc(-c2ccccc2)s1` gave CSN deneddyl inh 3.3, TbMetRS inhib -0.6, MLLE-PAM2 inh 27.0, bovine MsrA act -2.3, eLon inh 0.9, Rin1 Abl inh -3.6, Neddylation inh inactive, MsrA inhibitor 0.5 and FAS-TE inh -6.4.
Screening CC(=O)N1CCc2cc(Br)cc(S(=O)(=O)N3CCN(c4ccccn4)CC3)c21 returned CSN deneddyl inh 0.2, TbMetRS inhib 0.0, MLLE-PAM2 inh 5.7, bovine MsrA act -4.6, eLon inh -7.2, Rin1 Abl inh 2.3, Neddylation inh inactive, MsrA inhibitor -0.2 and FAS-TE inh 16.6.
COc1ccccc1N1CCN(C(=O)c2ccc(N3CCCC3=O)cc2)CC1 was read as CSN deneddyl inh 3.7, TbMetRS inhib -0.9, MLLE-PAM2 inh 1.6, bovine MsrA act -0.6, eLon inh -1.4, Rin1 Abl inh 4.5, Neddylation inh inactive, MsrA inhibitor -0.6 and FAS-TE inh -0.5.
Screening CCCCNC(=O)CNC(=S)N(Cc1ccccc1F)C1CCCCC1 returned CSN deneddyl inh 5.6, TbMetRS inhib -0.9, MLLE-PAM2 inh -123.5, bovine MsrA act -1.7, eLon inh 1.3, Rin1 Abl inh 1.7, Neddylation inh inactive, MsrA inhibitor 1.6 and FAS-TE inh 5.0.
Screening O=C(/C=C/c1ccc(Br)o1)OCc1nc2ccsc2c(=O)[nH]1 returned CSN deneddyl inh 53.1, TbMetRS inhib -0.3, MLLE-PAM2 inh -1.0, bovine MsrA act -1.1, eLon inh -22.7, Rin1 Abl inh -1.2, Neddylation inh inactive and FAS-TE inh 0.7.
For Cn1nc(C(F)(F)F)cc1-c1ccc(/C=C(\C#N)C(=O)c2ccccc2)s1 the results were CSN deneddyl inh 67.7*, TbMetRS inhib -0.3, MLLE-PAM2 inh -71.6, bovine MsrA act -0.8, eLon inh -4.4, Rin1 Abl inh -4.6, Neddylation inh inactive, MsrA inhibitor -0.9 and FAS-TE inh -5.4.
Screening C=CCN1CCN(C(CCC)c2nnnn2Cc2ccco2)CC1 (stereo not drawn) returned CSN deneddyl inh 0.6, TbMetRS inhib 0.1, MLLE-PAM2 inh -2.3, bovine MsrA act -1.1, eLon inh 1.9, Rin1 Abl inh 1.6, Neddylation inh inactive, MsrA inhibitor -0.4 and FAS-TE inh -6.0.
`O=C(COC(=O)/C=C/c1ccccc1)Nc1nnc(-c2ccccc2)o1` gave CSN deneddyl inh 0.8, TbMetRS inhib -0.1, MLLE-PAM2 inh 5.5, bovine MsrA act -0.7, eLon inh 1.5, Rin1 Abl inh 0.9, Neddylation inh inactive, MsrA inhibitor -0.1 and FAS-TE inh -1.5.
CCC(NC(=S)NC1CCCCC1)c1ccc(C)cc1 (stereo not drawn) was read as CSN deneddyl inh -0.7, TbMetRS inhib -0.5, MLLE-PAM2 inh -30.4, bovine MsrA act -0.3, eLon inh -2.6, Rin1 Abl inh 4.0, Neddylation inh inactive and FAS-TE inh 11.2.
Screening COc1ccc(Cc2nnc(NCCO)[nH]c2=O)cc1 returned CSN deneddyl inh 3.5, TbMetRS inhib 0.5, MLLE-PAM2 inh -2.6, bovine MsrA act -7.7, eLon inh 5.3, Rin1 Abl inh 1.2, Neddylation inh inactive, MsrA inhibitor -0.7 and FAS-TE inh -6.1.
`CCOc1ccc(CCNC(=O)c2cc3sccc3n2C)cc1OCC` gave CSN deneddyl inh -2.9, TbMetRS inhib -0.7, MLLE-PAM2 inh 1.7, bovine MsrA act -5.1, eLon inh -0.9, Rin1 Abl inh 1.4, Neddylation inh inactive, MsrA inhibitor -0.4 and FAS-TE inh 9.5.
Screening CCOc1cc(N2CCOCC2)c(OCC)cc1NC(=O)c1ccccc1C returned CSN deneddyl inh -2.2, TbMetRS inhib 0.1, MLLE-PAM2 inh -14.7, bovine MsrA act -2.6, eLon inh 0.6, Rin1 Abl inh 0.2, Neddylation inh inactive, MsrA inhibitor 1.7 and FAS-TE inh 0.6.
For O=C(Cc1ccccc1)NCC(=O)OCC(=O)c1ccc([N+](=O)[O-])cc1 the results were CSN deneddyl inh -0.8, TbMetRS inhib 0.2, MLLE-PAM2 inh 5.8, bovine MsrA act -3.0, eLon inh -11.6, Rin1 Abl inh -0.3, Neddylation inh inactive, MsrA inhibitor 1.6 and FAS-TE inh -3.4.
Screening CCOC(=O)C1=C(COC(=O)c2nc(Cl)ccc2Cl)NC(=O)NC1C (stereo not drawn) returned CSN deneddyl inh 1.7, TbMetRS inhib -0.3, MLLE-PAM2 inh 13.6, bovine MsrA act -4.5, eLon inh 4.8, Rin1 Abl inh 1.6, Neddylation inh inactive, MsrA inhibitor 0.5 and FAS-TE inh -3.3.
CN(CC(=O)Nc1ccc(N2CCOCC2)cc1)CC(=O)Nc1ccccc1C#N was read as CSN deneddyl inh -2.2, TbMetRS inhib 0.0, MLLE-PAM2 inh 2.3, bovine MsrA act -4.4, eLon inh 10.4, Rin1 Abl inh 0.0, Neddylation inh inactive, MsrA inhibitor -0.1 and FAS-TE inh -10.2.
`Cc1ccc(-c2[nH]ncc2C(=O)c2cccc(F)c2)c(O)c1` gave CSN deneddyl inh 0.3, TbMetRS inhib -0.1, MLLE-PAM2 inh -2.4, bovine MsrA act 1.0, eLon inh 2.5, Rin1 Abl inh -0.1, Neddylation inh inactive, MsrA inhibitor 1.8 and FAS-TE inh -76.2.
O=[N+]([O-])c1cccc(Oc2cnccn2)c1 was read as CSN deneddyl inh -3.5, TbMetRS inhib -0.5, MLLE-PAM2 inh 2.3, bovine MsrA act 1.5, eLon inh 1.7, Rin1 Abl inh 3.2, Neddylation inh inactive, MsrA inhibitor -0.7 and FAS-TE inh -2.2.
Brc1ccc(C2=Nc3cccc4cccc(c34)N2)o1 was read as CSN deneddyl inh 4.8, TbMetRS inhib -0.4, MLLE-PAM2 inh 22.3, bovine MsrA act -3.1, eLon inh -6.9, Rin1 Abl inh -3.5, Neddylation inh inactive, MsrA inhibitor 0.1 and FAS-TE inh 20.4.
`COc1ccc2nc(SCC(=O)Nc3cc(C)on3)c(C#N)cc2c1` gave CSN deneddyl inh 1.9, TbMetRS inhib -0.5, MLLE-PAM2 inh -4.3, bovine MsrA act -1.9, eLon inh 0.3, Rin1 Abl inh 4.0, Neddylation inh inactive, MsrA inhibitor 0.4 and FAS-TE inh -0.2.
Cc1cc(=O)oc2cc(OCCCC[n+]3ccccc3)ccc12 was read as CSN deneddyl inh -3.7, TbMetRS inhib -0.2, MLLE-PAM2 inh -21.5, bovine MsrA act -2.4, eLon inh 6.0, Rin1 Abl inh -4.7, Neddylation inh inactive, MsrA inhibitor 0.7 and FAS-TE inh -6.6.

Two records picked at random from those above:
Screening Cn1c(=O)c2ncn(CC(=O)N/N=C/c3ccco3)c2n(C)c1=O returned CSN deneddyl inh 5.2, TbMetRS inhib -0.4, MLLE-PAM2 inh 9.4, bovine MsrA act -1.4, eLon inh 0.3, Rin1 Abl inh -2.8, Neddylation inh inactive, MsrA inhibitor 1.4 and FAS-TE inh -11.3.
For O=C(Cc1ccccc1)NCC(=O)OCC(=O)c1ccc([N+](=O)[O-])cc1 the results were CSN deneddyl inh -0.8, TbMetRS inhib 0.2, MLLE-PAM2 inh 5.8, bovine MsrA act -3.0, eLon inh -11.6, Rin1 Abl inh -0.3, Neddylation inh inactive, MsrA inhibitor 1.6 and FAS-TE inh -3.4.

Source: PubChem BioAssay
